# Source: PubChem
# Rac1 GTP hydrolysis: MgcRacGAP GTPase-activating activity inhibitors, confirmation, biochemical, ADP Hunter fluorescence. one-dose inhibition, % at 30 µM; IC50 in µM for titrated hits. 340,000 tested, 0.6% active. Rac GTPase-activating protein 1 (Homo sapiens). MgcRacGAP-stimulated Rac1 GTP hydrolysis, ADP Hunter fluorescence; higher % means a stronger effect; GST-tagged Rac1 F28L mutant substrate;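 active means first-screen hits whose inhibition reached a set limit at any dose in the follow-up dose series; inconclusive means inhibition above the set first-screen limit but never retested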;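 further: fluorescence reports GDP produced by GAP-driven GTP hydrolysis; strong numbers were not always called active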
# T cell HTS: modulators of CD8 T cell-vesicle binding, primary screen, mouse 2C CD8+ T cells, flow cytometry; 2C CD8+ T cell-vesicle binding; active compounds read low; calls only at 7 µM; 330,000 tested, 0.068% active;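 active means response, share of CD8 T cells binding vesicles, and their 90th percentile fluorescence all below set limits, cut at about 80% in these data, passing the limit was not always enough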
#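 Read-out – percent CD8+ FL2 mean versus row control · System – murine 2C transgenic CD8+ T lymphocytes · Times – 1.5 h cell–vesicle binding at 37 °C, then 20 min icy labelling · Control set – naked vesicles low, QL9 vesicles with vehicle high · Detection – cytometric PE anti-B7-1 and Alexa647 anti-CD8 signals after 1% paraformaldehyde fixation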
# NS5 inhibitors: Dengue-2 NS5 methyltransferase inhibitors, primary screen, biochemical, confirmation dose response (AID 588689); Dengue-2 NS5 methyltransferase capping enzyme assay, biochemical; higher % means a stronger effect; inhibition, % at 25 µM, or IC50 in µM where a hit was titrated; 340,000 tested, 0.3% active; in the data active means a potency from the dose series; inconclusive means inhibition above about 29% without an active follow-up result
# NTR1 agonist: agonists of NTR1, primary screen, imaging, U2OS cells, beta-arrestin-GFP, high content (AID 493036); 330,000 tested, 0.17% active; NTR1-U2OS beta-arrestin-GFP spot imaging, agonist mode; activation, % at 20 µM;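 active means activation at or above 40% of the spot to cytoplasm intensity ratio, with at least 20 cells analyzed; inconclusive means wells under 20 cells, flagged as cytotoxic or low count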;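 further: 0% = DMSO without peptide and 100% = 100 nM NTR1 peptide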
# Target sequence (P30989 whole entry, looked up): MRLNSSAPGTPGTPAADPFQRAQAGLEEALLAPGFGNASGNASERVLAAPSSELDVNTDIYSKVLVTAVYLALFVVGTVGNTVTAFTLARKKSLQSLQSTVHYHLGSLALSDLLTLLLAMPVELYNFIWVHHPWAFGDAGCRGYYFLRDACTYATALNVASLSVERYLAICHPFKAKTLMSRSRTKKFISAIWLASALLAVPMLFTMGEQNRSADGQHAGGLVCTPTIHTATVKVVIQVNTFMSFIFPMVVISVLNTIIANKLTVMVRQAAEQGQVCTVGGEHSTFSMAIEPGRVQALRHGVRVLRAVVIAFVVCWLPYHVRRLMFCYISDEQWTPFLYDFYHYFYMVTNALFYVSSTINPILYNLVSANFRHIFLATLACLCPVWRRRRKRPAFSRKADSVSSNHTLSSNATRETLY
# West Nile antiviral: West Nile virus antiviral activity, cell-based, CPE readout (AID 1621); West Nile virus-infected cells, CPE inhibition; higher % means a stronger effect; one-dose CPE inhibition, % at 10 µM; IC50 in µM for titrated hits; 290,000 tested, 0.02% active; in the data active means a potency from the dose series; inconclusive means CPE inhibition mostly from about 3.7% at the one dose, without a potency; inactive means the rest, 99 in 100 with CPE inhibition below about 2.2%; further: strong numbers were not always called active
# PhoP inhibition: inhibitors of PhoP regulon expression, primary screen, Salmonella Typhimurium, GFP reporter (AID 1863). S. Typhimurium PhoP-regulated promoter GFP reporter, 4 h; higher % means a stronger effect. one-dose inhibition, % at 50 µM; IC50 in µM for titrated hits. 300,000 tested, 0.16% active;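 active means inhibition over 29.93%, a cutoff 3 SD above the screen mean, later confirmed by dose response; inconclusive means inhibition over 29.93% but no dose response follow-up; inactive means inhibition at most 29.93% or unconfirmed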;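 further: 0% = low Mg2+ inducing control and 100% = high Mg2+ repressing control; strong numbers were not always called active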
# RSV antiviral HEp-2: RSV antiviral activity via CPE protection, HEp-2 cells, primary 10 µM value included (AID 2391) | HEp-2 cells, RSV-induced CPE inhibition; higher % means a stronger effect | CPE inhibition, % at 10 µM; hits with a dose series show IC50 in µM | 310,000 tested, 0.13% active; in the data active means a potency from the dose series; inconclusive means CPE inhibition mostly from about 23% at the one dose, without a potency; inactive means the rest, 99 in 100 with CPE inhibition below about 21%; further: strong numbers were not always called active
# UTI89 phage lysis: inhibition of K1F phage lysis, E. coli UTI89, bacterial capsule biogenesis inhibitors, alamar blue (AID 488966) | E. coli UTI89 K1F phage lysis, alamar blue, 2 h; higher % means a stronger effect | inhibition, % at 100 µM, or IC50 in µM where a hit was titrated | 340,000 tested, 0.02% active;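 active means phage lysis inhibition, versus mean bacterial control, above a set limit; inconclusive means no clear call, values can overlap the other calls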;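 further: capsule biogenesis inhibitors block K1F phage lysis so surviving cells raise fluorescence; higher fluorescence means more inhibition of phage lysis; actives were called in the ten point dose series up to 300 µM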
# Large T inhibition: SV40 large T antigen inhibitors, biochemical (AID 1903); SV40 large T antigen ATPase/helicase inhibition assay; higher % means a stronger effect; inhibition, % at 20 µM, or IC50 in µM where a hit was titrated; 310,000 tested, 0.39% active; in the data active means a potency from the dose series; inconclusive means inhibition mostly from about 32% at the one dose, without a potency; inactive means the rest, 99 in 100 with inhibition below about 32%; further: strong numbers were not always called active
# T cell HTS vesicle-bound %: second read-out of T cell HTS, no call of its own (marks repeat the call); double positive events, %; measured here: CD8+ vesicle-bound cell fraction;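 binding gate set so that unloaded-vesicle control wells show 10% double positive cells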
# NTR1 agonist cell count 20 µM: also measured in NTR1 agonist; calls as there; cell count; measured here: cell count, cytotoxicity flag
# NS5 inhibitors pilot replicate: second read-out of NS5 inhibitors, no call of its own (marks repeat the call); inhibition, %; measured here: pilot screen replicate inhibition
# * hit, by the source's call; i = inactive; ? = inconclusive; . = no result given; [ ] = remark or other dose.
SMILES,Rac1 GTP hydrolysis,T cell HTS,T cell HTS vesicle-bound %,NS5 inhibitors,NTR1 agonist,NTR1 agonist cell count 20 µM,West Nile antiviral,PhoP inhibition,RSV antiviral HEp-2,UTI89 phage lysis,Large T inhibition,others
CCN(CC(=O)Nc1c(F)cccc1F)C(=O)c1ccc2ncsc2c1,8%,i,58,-6%,0.0,76,.,-7%,-1.9%,1.2%[50 µM],11%,
C/C(=N\NC(=O)c1cccc([N+](=O)[O-])c1)c1ccncc1,7%,i,26,-14%,3.8,47,1.0%,-11%,2.6%,0.0%,-3%,
COc1ccc([N+](=O)[O-])cc1NC(=O)C(C)OC(=O)CSC(C)C(=O)Nc1cc(C)on1 (stereo not given),-3%,i,26,1%,0.2,70,.,-1%,-0.5%,0.2%[50 µM],10%,
C=CCNC(=O)CN(Cc1ccccc1)S(=O)(=O)c1ccc(C)cc1,3%,i,62,4%,-0.2,50,-1.1%,-4%,0.4%,0.0%,16%,
COc1cccc(CN2CC(C(=O)N3CCN(c4ccc(Cl)cc4)CC3)CCC2=O)c1 (stereo not given),11%,i,38,-6%,0.1,68,-1.6%,3%,6.7%,2.0%[50 µM],5%,
CCC(CC)c1nnc(NC(=O)CS(=O)(=O)Cc2ccccc2)s1,5%,i,26,-4%,3.7,60,0.0%,0%,0.4%,-2.8%,12%,
CC(C)CC(NC(N)=O)C(=O)NCc1ccc(Cl)cc1 (stereo not given),4%,i,26,-16%,1.7,42,-0.2%,-1%,0.3%,-0.4%,9%,
Cc1cc(OC(C)C(=O)NCC2CCC(C(=O)O)CC2)c2c(C)cc(=O)oc2c1 (stereo not given),2%,i,35,-1%,7.0,85,-0.2%,-4%,.,4.1%,16%,
COc1ccc(/C=N/NC(=O)c2[nH]nc3c2CCc2ccccc2-3)cc1OC,11%,i,58,-10%,1.6,72,1.4%,-5%,1.8%,0.2%,12%,
Cc1cc(NC(=O)c2cc(-c3ccc(O)cc3)on2)no1,13%,i,23,-12%,0.6,68,-1.0%,-7%,-0.4%,0.2%,13%,
CCN(CC)c1nc(C#N)nc(N(CC)CC)n1,8%,.,.,-4%,-0.2,61,.,-9%,.,3.6%,6%,
O=S(=O)(c1ccc(NC(=S)N/N=C/c2c3ccccc3cc3ccccc23)cc1)N1CCOCC1,4%,i,33,-34%,-0.3,77,-0.1%,-3%,2.1%,0.1%,14%,
O=C1CCCc2c1cc(C(=O)Nc1ccc(Cl)cn1)c(=O)n2-c1ccccc1,-3%,i,6,-7%,2.2,94,0.5%,-1%,1.0%,1.5%,1%,
COCCCN1C(=O)C(=O)/C(=C(/O)c2ccc(S(=O)(=O)N3CCOCC3)cc2)C1c1ccc(C)cc1 (stereo not given),4%,i,42,1%,0.3,57,0.9%,-4%,3.1%,0.1%,7%,
Cc1ccc(S(=O)(=O)N2CCOCC2)cc1C(=O)N(C)CCOc1ccc(Cl)cc1,-10%,i,63,-9%,2.4,54,-0.3%,-5%,4.2%,-0.2%,10%,
COCCn1c(C)cc(C(=O)COC(=O)CCN2C(=O)c3ccccc3C2=O)c1C,7%,i,51,0%,1.2,84,0.3%,-2%,1.4%,0.1%,8%,
O=C(COC(=O)c1ccc(Cl)c([N+](=O)[O-])c1)NC1CCCC1,5%,i,55,-5%,4.3,89,0.1%,-3%,2.7%,-0.3%,11%,
CCOC(=O)c1cccc(NC(=O)CCn2nc(C)c(S(=O)(=O)N3CCCCC3)c2C)c1,4%,i,39,-11%,1.2,61,-0.6%,1%,0.0%,-1.8%,14%,
CCCCn1c(=O)[nH]c2nc3cc(N)ccc3nc2c1=O,13%,i,19,26%,.,.,-0.4%,-187%,3.3%,0.1%,15%,
CC(C)C(=O)Nc1cccc(C(=O)Nc2ccccc2C(=O)O)c1,4%,i,38,-6%,0.8,82,-0.1%,-2%,-0.8%,0.5%,-3%,NS5 inhibitors pilot replicate=0.3
O=S(=O)(/C=C/c1ccccc1)Nc1cccc(S(=O)(=O)NC2=NCCC2)c1,3%,i,54,-7%,1.6,39,0.4%,0%,1.6%,-0.6%,6%,
CCOC(=O)c1c(NC(=O)COC)sc(C(C)=O)c1C,9%,i,6,-6%,2.3,60,0.3%,3%,2.1%,-0.3%,3%,
CCCCCC(=O)N[C@@H](c1ccccc1)[C@@H](O)C(=O)O[C@H]1C[C@@]2(O)[C@@H](OC(=O)c3ccccc3)C3[C@](C)(C(=O)[C@H](OC(C)=O)C(=C1C)C2(C)C)[C@@H](O)C[C@H]1OC[C@@]31OC(C)=O (stereo not given in full),3%,i,1,-1%,-1.0,76,?,.,-0.7%,0.8%,.,
Brc1ccc(-c2nnc(-c3ccc4c(c3)OCO4)o2)o1,0%,i,23,2%,1.9,76,-0.1%,4%,2.1%,2.7%,-4%,
Cc1cccc(CC(=O)NCCN2CCCCC2)c1,7%,i,62,3%,1.5,57,-0.3%,3%,2.3%,1.6%,13%,

# Next part, overlapping the part above by 2 compounds.
SMILES,Rac1 GTP hydrolysis,T cell HTS,T cell HTS vesicle-bound %,NS5 inhibitors,NTR1 agonist,NTR1 agonist cell count 20 µM,West Nile antiviral,PhoP inhibition,RSV antiviral HEp-2,UTI89 phage lysis,Large T inhibition,others
Brc1ccc(-c2nnc(-c3ccc4c(c3)OCO4)o2)o1,0%,i,23,2%,1.9,76,-0.1%,4%,2.1%,2.7%,-4%,
Cc1cccc(CC(=O)NCCN2CCCCC2)c1,7%,i,62,3%,1.5,57,-0.3%,3%,2.3%,1.6%,13%,
COc1ccc(C(=O)Nc2ccc(NC(=O)c3cccs3)cc2)cc1Cl,2%,i,57,-5%,1.4,84,-0.7%,-9%,0.1%,0.2%,8%,
Cc1ccc2c(c1)N(CC(=O)NC1CCCCCC1)C(=O)c1cccnc1O2,6%,i,40,-4%,0.8,48,-0.4%,1%,2.4%,-0.2%,17%,
O=C(CCSCCC(=O)N1CCCC1)N1CCCC1,-6%,i,40,0%,-3.2,60,0.1%,1%,1.5%,-0.1%,23%,
Cc1ccc(S(=O)(=O)C2(C(=O)NCc3ccccc3Cl)CC2)cc1,9%,i,45,6%,-0.9,45,0.0%,2%,-0.8%,0.3%[50 µM],20%,
O=C(COC(=O)C12CC3CC(CC(Br)(C3)C1)C2)Nc1c(F)cccc1F,6%,i,6,-10%,4.0,57,.,.,.,-0.5%[50 µM],.,
CCc1nnc(NC(=O)CN2CC(C)OC(C)C2)s1 (stereo not given),9%,i,58,-3%,0.2,71,0.4%,3%,1.8%,0.6%,5%,
Cc1ccc2nc(-c3ccc(SCC(=O)Nc4ccc5c(c4)OCCO5)nc3)[nH]c2c1,8%,i,9,-1%,-0.8,48,-0.8%,8%,2.7%,1.5%[50 µM],10%,
O=C1COc2ccc(S(=O)(=O)Nc3cccc(Cl)c3)cc2N1,-12%,i,9,-1%,1.6,55,-0.1%,6%,-0.1%,0.4%,6%,
Cc1ccc(NC(=O)CS(=O)CC(=O)N(CC(=O)NC(C)(C)C)c2cccc(C)c2C)cc1 (stereo not given),4%,i,14,-2%,-1.3,49,-0.4%,-1%,0.1%,0.1%,7%,
Cn1c(CCNS(=O)(=O)c2ccccc2)nc2cc([N+](=O)[O-])ccc21,7%,i,18,3%,-0.3,58,0.0%,-9%,-0.1%,0.1%,10%,
CC(=O)NCCN=Cc1sc2ccccc2c1O,7%,i,38,5%,-1.2,58,0.3%,1%,2.5%,0.1%,4%,
CN1CCN(CCC(=O)Nc2ccc(OCc3ccccc3)cc2)CC1,11%,i,24,-6%,1.0,84,0.5%,-1%,-1.7%,0.2%,21%,
CC(=O)c1c(C)[nH]c(C(=O)CSc2nnc3ccccn23)c1C,7%,i,37,-11%,-0.5,61,-0.3%,-15%,1.7%,0.2%,5%,
CCOc1cc(C(=O)N/N=C/C(Br)=C/c2ccccc2)cc(OCC)c1OCC,8%,i,9,3%,7.8,77,-0.3%,-11%,6.4%,2.7%[50 µM],1%,
CC(=O)N(c1ccc2oc(=O)sc2c1)S(=O)(=O)c1cccs1,20%,i,36,1%,1.3,71,0.2%,10%,1.7%,0.1%,40µM*,
COc1cc(C(=O)Nc2c(C)cc(C)cc2C)c(Br)c(OC)c1OC,6%,i,59,-11%,3.5,66,-0.3%,-10%,0.2%,-0.1%,4%,
O=C(NCc1ccccc1)C12CC3CC(CC(C3)C1)C2,11%,i,14,-3%,0.5,86,0.1%,-1%,0.8%,0.1%,18%,
CCNS(=O)(=O)c1ccc(CCC(=O)N2CCN(c3cccc(Cl)c3)CC2)cc1,12%,i,56,3%,-0.7,73,-0.5%,-1%,19%,0.1%,12%,
CCOc1ccc(CNC(=O)c2ccc(Sc3ccc(Cl)cc3)c(NC(C)=O)c2)cc1,-1%,i,32,3%,0.2,43,-1.9%,-9%,5.0%,-2.3%,4%,
COc1cc2c(cc1NC(=O)C(c1ccccc1)c1ccccc1)CCCC2,5%,i,9,1%,8.1,48,-0.6%,0%,8.0%,0.3%,6%,
COc1ccc(OC(=O)N2CCOCC2)cc1,0%,i,67,-7%,-0.9,68,-0.4%,-1%,0.7%,0.1%,4%,NS5 inhibitors pilot replicate=-7.3
CC(=O)Oc1ccc2occ(C(=O)c3cccs3)c2c1,9%,i,53,2%,-0.6,95,0.9%,15%,1.5%,1.5%,16%,
COc1ccc(Oc2ccc(C(F)(F)F)cc2NC(=O)c2ccc(C)cc2)cc1,.,i,34,.,2.1,47,-0.6%,0%,?,.,13%,
COc1ccc(CCNC(=O)C2CCCN(c3nc4ccccc4s3)C2)cc1OC (stereo not given),4%,i,14,2%,1.6,43,-0.8%,2%,14%,-0.1%,-15%,
CC1(C)OC(=O)C(=CNn2cnc3ccccc3c2=O)C(=O)O1,-3%,i,38,1%,0.0,43,0.0%,-8%,0.1%,0.9%,11%,
CS(=O)(=O)c1ccc(NCCN2CCOCC2)c([N+](=O)[O-])c1,8%,i,17,6%,2.1,38,-0.1%,-2%,1.0%,0.5%,9%,
